Screening results from PubChem BioAssay.
FAS TE block: FAS thioesterase (human) inhibition | recombinant FAS-TE, OMFH fluorogenic substrate, fluorescence endpoint | inhibition, % at 15 µM | 0.67% of 360,000 active;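 active = compounds whose normalised, plate-corrected inhibition of enzyme fluorescence in the single-dose primary screen is 50% or more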;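 note: 0% = DMSO with enzyme and 100% = substrate without enzyme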
Rin1 Abl inh: inhibitors of human Rin1-Abl protein interaction; P00519+Q13671; TR-FRET Rin1/Abl binding, biochemical; inhibition, % at 7.35 µM; 0.4% of 360,000 active; AID 588664; in the data active = inhibition above about 5%, passing the limit was not always enough
eLon inh: E. coli protease La inhibition | P0A9M0 | purified E. coli Lon protease, fluorescence polarization | inhibition, % at 7.94 µM | 0.42% of 360,000 active; in the data active = inhibition above about 13%, passing the limit was not always enough;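 note: 0% = enzyme with probe and DMSO and 100% = no enzyme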
SKN-1 inh: C. elegans SKN-1 inhibition; 0.49% of 360,000 active; C. elegans VP596 Pgst-4::GFP/RFP ratio, acrylamide-induced, 24 h; inhibition, % at 21.8 µM;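 active = interference check ratio from 0.5 to 1.5 plus GFP to RFP signal ratio inhibition reaching or exceeding a fixed threshold, cut at about 30% in these data, passing the limit was not always enough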; note: some compounds called inactive have numbers as strong as hits
bovine MsrA act: activators of bovine methionine sulfoxide reductase A; purified bovine MsrA, absorbance read-out; activation, % at 10.6 µM; 0.3% of 360,000 active; AID 602163; in the data active = activation above about 7.5%;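 note: 0% = vehicle and 100% = reference activator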
CendR NRP1 mod: modulators of CendR peptide binding to human neuropilin-1. O14786. FAM-RPARPAR peptide binding to NRP-1, fluorescence polarization. inhibition, % at 25 µM. 0.85% of 360,000 active. AID 602438;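 active = inhibition or corrected inhibition above about 18%, plus a signal ratio from 0.5 to 1.5, limit read from the data, passing the limit was not always enough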; note: strong numbers were not always called active
MT1-MMP act inh: inhibitors of human MT1-MMP activation; AID 651647; 0.061% of 360,000 active; P50281; GFP/RFP ratio change, % at 20 µM; HT1080 RFP-PRO-GFP cells, GFP/RFP ratio fluorescence, overnight; percent of plate control window, DMSO zero;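 active = GFP/RFP ratio change of at least 30% with cell ATP level not reduced by more than half and red fluorescence within 50% of control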; note: strong numbers were not always called active
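system = RFP-PRO-GFP reporter HT1080 cells | dosing = 20 µM single dose, 1% DMSO | timing = overnight cell settling, then overnight compound exposure, 37 °C, 5% CO2 | read-out basis = GFP/RFP fluorescence ratio | controls = DMSO and RFP-L50D-GFP cell wells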
MLLE-PAM2 inh: inhibitors of microRNA-mediated deadenylation, human PABP1 MLLE binding; GST-MLLE / FITC-PAM2 fluorescence polarization; inhibition, % at 20 µM; 0.36% of 360,000 active; AID 588489; in the data active = inhibition above about 35%, passing the limit was not always enough;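 note: plate controls were DMSO wells with GST-MLLE for no effect and wells lacking GST-MLLE protein for full effect; some results filed as inactive read as strong as hits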
Neddyl block: cullin neddylation inhibition; TR-FRET cullin neddylation, biochemical; calls only at 25 µM; 0.58% of 360,000 active; AID 651699; in the data active = inhibition above about 36%
Numbers without * were called inactive; i = inactive; . = no result given.

SMILES	FAS TE block	Rin1 Abl inh	eLon inh	SKN-1 inh	bovine MsrA act	CendR NRP1 mod	MT1-MMP act inh	MLLE-PAM2 inh	Neddyl block
CCOc1ccccc1OCCOc1ccccc1CC	19	-3	-3	-2	-5	4	4	5	i
COc1ccc(-c2cccc(C3CC=CC4C3C(=O)N(Cc3ccccc3)C4c3ccc(C(F)(F)F)cc3)c2)cc1 (stereo not drawn)	34	1	5	9	-5	3	-5	-7	i
Cc1ccc(S(=O)(=O)NC2CCCCCC2)cc1	-1	2	-5	-8	-1	0	6	-11	i
O=C1N[C@@H](c2ccccc2)COC(=O)[C@@H](Cc2ccc(F)cc2)CC/C=C/C[C@@H]1CC(=O)N(CCO)Cc1ccccc1	8	-4	1	1	0	0	-9	11	i
Cc1ccc(CNC(=O)COc2ccc(C(=O)c3ccc(F)cc3)cc2)cc1	0	-2	5	5	-6	3	-3	-19	i
CCN(CCCNC(=O)CCNC(=O)Cn1cnc2ccccc2c1=O)c1cccc(C)c1	-2	0	6	10	-2	-5	5	6	i
CCCc1cc(C(=O)N2CCCC(N3CCN(c4ccccc4F)CC3)C2)n(C)n1 (stereo not drawn)	-2	1	10	13	-1	20	-2	4	i
CCOC(=O)c1cccc(NC(=O)CSc2nnc(COc3ccc(Cl)cc3)o2)c1	-9	2	-11	17	0	20	-4	-12	i
Nc1nnc(CC(=O)N/N=C/c2ccc(-c3ccccc3)o2)s1	-13	-7	-3	5	-5	-15	2	-21	i
O=c1c2ccccc2nc(SCc2nc3ccccc3s2)n1CCCO	10	-3	-17	3	-10	-8	-9	8	i
CCOc1ccc(Br)cc1S(=O)(=O)NCc1ccc(S(N)(=O)=O)cc1	2	-2	-10	4	-1	1	-1	8	i
COc1ccc(SCc2noc(C(=O)NC(C)C)c2C(=O)O)cc1	-6	0	8	3	-2	7	2	-45	i
O=C(c1nc2ccccn2c1CN1CCCC(O)C1)N1CCN(C2CCCCC2)CC1 (stereo not drawn)	-8	-1	19*	-15	-8	-3	-4	42*	i
O=C(O)c1cn(-c2ccccc2)nc1C(=O)O	-7	1	-3	-13	-3	4	6	-12	i
COC(=O)C1=C(C)N(Cc2ccccc2)C(=NCCc2cccnc2)N[C@H]1c1ccc(Br)cc1	0	0	-10	21	-8	17	-3	-107	i
CCOC(=O)c1c(C)[nH]c(C)c1C(=O)COC(=O)c1ccccc1O	0	3	15	5	3	-2	-2	2	i
COc1cc(OC)nc(NC(=O)COC(=O)c2cccc(Cl)c2)n1	-9	1	-12	2	-9	32*	4	-2	i
Cc1cc(C)n(CCNS(=O)(=O)c2ccc(C)c(C)c2)n1	-5	-3	-12	26	-2	3	-1	14	i
CCC1CCCCN1C(=O)COC(=O)c1cc(C)nc2ccccc12 (stereo not drawn)	-1	0	-8	-2	0	13	-2	-1	i
CCN(CC#CCC1(O)c2ccccc2-c2ccccc21)C(C)C	-8	2	7	18	-11	13	5	3	i

2 records drawn at random from the list so far, as already listed:
SMILES	FAS TE block	Rin1 Abl inh	eLon inh	SKN-1 inh	bovine MsrA act	CendR NRP1 mod	MT1-MMP act inh	MLLE-PAM2 inh	Neddyl block
COc1cc(OC)nc(NC(=O)COC(=O)c2cccc(Cl)c2)n1	-9	1	-12	2	-9	32*	4	-2	i
Nc1nnc(CC(=O)N/N=C/c2ccc(-c3ccccc3)o2)s1	-13	-7	-3	5	-5	-15	2	-21	i

The listing continues:
SMILES	FAS TE block	Rin1 Abl inh	eLon inh	SKN-1 inh	bovine MsrA act	CendR NRP1 mod	MT1-MMP act inh	MLLE-PAM2 inh	Neddyl block
CC1(C)CC(C(=O)Nc2nccs2)CCO1 (stereo not drawn)	-3	-3	-1	7	-1	0	-1	1	i
COc1cc2ccccc2cc1C(=O)NC1CCCCC1	4	0	-7	10	-1	-12	1	5	i
COC(=O)[C@@]12CCCCN1[C@H](c1ccc(-c3cc(C(C)=O)cs3)cc1)[C@H]1C(=O)N(C)C(=O)[C@H]12	34	-1	-6	7	-2	-5	2	-9	i
O=C(CSc1nnc(-c2cccs2)n1CC1CCCO1)c1cc2ccccc2o1 (stereo not drawn)	-2	-2	-12	-8	0	-10	-41	-50	i
Cc1ccc(-c2noc(CCC(=O)NCC3CCCO3)n2)cc1 (stereo not drawn)	-3	4	-6	11	-1	-6	-1	13	i
C/C(=N/OC(=O)c1ccc(C(F)(F)F)cc1)c1oc(C)nc1C	-2	-4	3	-9	-5	-18	4	7	i
OC(c1cccc(Cl)c1)c1ncc(-c2cccc3ccccc23)[nH]1 (stereo not drawn)	9	0	-1	-8	-7	4	0	1	i
COCCN1CCN(C(=O)C2CCC(=O)N(CCCc3ccccc3)C2)CC1 (stereo not drawn)	-8	1	-14	12	-6	6	0	14	i
CCCc1cc(=O)oc2cc(C)cc(OCC(=O)NCc3ccncc3)c12	0	-4	-13	5	-4	17	-1	7	.
CC(=O)c1sc2nc(C)cc(C)c2c1N	-10	-5	-2	-7	-1	8	3	8	.
O=C(COc1ccc(S(=O)(=O)N2CCCC2)cc1)N1CCN(c2ccccc2F)CC1	0	2	-2	-11	-1	-19	-2	4	i
COCCN(C(=O)CC1C(=O)NCCN1Cc1ccc(-c2ccccc2)cc1)C(C)C (stereo not drawn)	-9	-2	-6	-3	-6	2	1	9	i
N#Cc1nc(-c2ccco2)oc1N1CCN(c2cccc(Cl)c2)CC1	32	1	-2	13	-1	2	2	10	i
CN(C)CCNc1ncnc2c1ncn2[C@H]1CN(Cc2ccc3c(c2)OCO3)C[C@@H](CO)O1	-7	-5	1	7	-8	0	0	-13	i
COc1cc(NC(=O)C(C)N2CCN(C(=O)C3CC3)CC2)cc(OC)c1 (stereo not drawn)	-6	2	-6	2	-2	8	2	-18	i
COc1ccc2c(c1)c(CC(=O)OCC(=O)O)c(C)n2C(=O)c1ccc(Cl)cc1	0	2	0	-15	-7	-14	-1	-11	i
O=C(Nc1ccc(Cl)cc1Cl)C1CCCO1 (stereo not drawn)	-6	0	-3	12	-5	9	0	-4	i
[O-]C1=N[N+](=C(c2ccccc2)c2ccccc2)C1	-5	1	-3	11	-1	23	1	-3	i
Cn1c(Cc2ccc3c(c2)OCO3)nnc1SCC(=O)NC(C)(C)C	-3	-1	3	-6	-6	3	3	12	i
O=C1c2ccsc2SCCN1Cc1ccccc1Cl	-3	-1	-3	21	-1	6	4	19	i
O=C(CCN1N=C(c2ccccc2)CCC1=O)NCC1CCCO1 (stereo not drawn)	-4	0	9	-1	-9	-1	-5	7	i
S=C(NCC1CCCCC1)Nc1ccc(Oc2ccccc2)cc1	26	-4	-11	-5	0	6	0	-49	i
O=C(COc1ccccc1Cl)Nc1ccccc1C(=O)N1CCOCC1	-6	-2	-3	7	-8	7	0	3	i
CC(C)(C)NC(=O)CSc1nc(N)c(-c2ccccc2)c(=O)[nH]1	-2	4	0	7	-5	-1	0	12	i
O=C1C2=C(CCCC2)C(=O)N1CNc1ccccc1	-3	-2	-14	11	-2	-4	5	3	i
COc1ccccc1OC(C)C(=O)N(Cc1ccco1)C1CCS(=O)(=O)C1 (stereo not drawn)	-7	-5	5	-2	-9	-2	-4	-16	i
COc1ccc2[nH]c(CN3CCC(CO)(CCOc4ccccc4)CC3)c(C)c2c1	-1	6	-9	-6	-1	11	1	-2	i
O=C(COC(=O)C1CCN(S(=O)(=O)c2ccccc2)CC1)NC(=O)c1ccc(OC(F)F)cc1	-6	0	-7	4	-3	12	1	2	i
COc1ccccc1-c1sc2ccccc2c1-c1ccc(O)cc1	28	-2	-12	1	-6	7	2	-4	i
COc1ccccc1CC(NC(C)=O)C(=O)NC1CCN(C(=O)Nc2ccccc2C)CC1 (stereo not drawn)	-2	-3	-5	0	-2	10	1	-1	i
CC(C)N(C(=O)NC(=O)Nc1ccc(S(=O)(=O)N2CCCC2)cc1)S(C)(=O)=O	1	-3	3	10	-3	2	-3	-4	i
COCCCNc1ccn2nc(-c3ccc(CC(C)C)cc3)cc2n1	20	3	11	8	3	-21	18	1	.
N#Cc1cnn2ccn(C3OC(CO)C(O)C3O)c12 (stereo not drawn)	1	-3	2	33	-2	0	-1	-11	i
CC(=O)Oc1ccc2c3c(c(=O)oc2c1C)CCCC3	-3	2	3	14	-1	-2	-7	2	.
N#Cc1nn(-c2ccccc2)nc1N1CCCCC1	23	3	3	17	-11	1	1	-3	.
C=CCN(Cc1cccs1)C(=O)COc1ccc2c(c1)OCO2	2	3	-4	-5	-4	13	-2	15	i
O=C(O)c1ccc(S(=O)(=O)N2CCCCCCC2)cc1	-5	1	3	5	1	8	-1	5	i
CCC1Oc2ccc(C)cc2N(CC(=O)N(Cc2ccc(C)o2)C2CC(C)(C)NC(C)(C)C2)C1=O (stereo not drawn)	0	3	-5	-12	-2	-15	-5	-14	i
Cc1cc(C)c2nc(N3CCCC(C(=O)NCCN4CCOCC4)C3)sc2c1 (stereo not drawn)	-4	5	5	12	1	0	3	3	i
CC(=O)OCC1(C)CN(c2ccccc2)N(C(=O)c2ccc(F)cc2)C1=O (stereo not drawn)	-1	0	-5	7	0	5	-1	10	i

Ordered by value in bovine MsrA act (highest first): some entries from above
molecule,bovine MsrA act
O=C(O)c1ccc(S(=O)(=O)N2CCCCCCC2)cc1,1
COc1ccc2[nH]c(CN3CCC(CO)(CCOc4ccccc4)CC3)c(C)c2c1,-1
CCC1Oc2ccc(C)cc2N(CC(=O)N(Cc2ccc(C)o2)C2CC(C)(C)NC(C)(C)C2)C1=O (stereo not drawn),-2
CC(C)N(C(=O)NC(=O)Nc1ccc(S(=O)(=O)N2CCCC2)cc1)S(C)(=O)=O,-3

Other records:
SMILES	FAS TE block	Rin1 Abl inh	eLon inh	SKN-1 inh	bovine MsrA act	CendR NRP1 mod	MT1-MMP act inh	MLLE-PAM2 inh	Neddyl block
CCCC1CC(=O)NC1(C(=O)OCC)C(=O)OCC (stereo not drawn)	-7	1	-3	16	-2	-7	0	8	i
O=C(CSc1nc2ncc(Cl)cc2[nH]1)N1CCOCC1	-8	5	-14	12	0	3	-2	-41	i
COc1ccc(-c2nnn(CC(=O)NCc3ccccc3)n2)cc1OC	1	0	1	14	-2	0	3	12	i
CCCOc1ccc(CNC(=O)C2CCN(C(=O)N3CCOc4ccccc43)CC2)cc1	-3	4	-15	-14	-4	1	2	-4	i
COC(=O)c1c(NC(=O)c2ccco2)sc(C(=O)Nc2ccc(F)cc2)c1C	4	0	-4	1	-1	3	4	-12	.
COc1ccccc1NC(=O)Nc1nnc(Cc2ccc(F)cc2)s1	3	-1	1	11	-3	-11	5	6	i
COc1ccc(CN2CCN(Cc3cn(C)nc3-c3ccccc3)CC2CCO)c(C)c1C (stereo not drawn)	0	4	6	-2	-14	14	1	-2	i
O=C(CC1NCCNC1=O)Nc1ccc(Cl)c(Cl)c1 (stereo not drawn)	-11	-2	6	-17	-3	-6	2	-9	i
CC1Cn2c(nnc2-c2cccc(N)c2)S1 (stereo not drawn)	-1	-1	-1	-4	-2	-6	3	-14	i
COc1ccc(-c2ccc(N)[n+](CCCC(=O)O)n2)cc1	-1	-1	-3	-1	-3	-10	2	-6	i
CO/C=C/C#CC1(O)CCN(C)CC1	-3	-2	1	8	-1	7	2	-6	i
CCOC(=O)c1ccccc1NC(=O)CN(c1cccc(OC)c1)S(C)(=O)=O	7	4	-6	26	4	0	1	4	i
CC(C)NC(=O)c1cc2nc(-c3ccco3)cc(C(F)(F)F)n2n1	-8	1	-3	1	-6	2	1	10	.
N=C(N)SCc1ccc(Cl)c2ccccc12	-49	1	-1	-1	-2	-18	1	4	i
Cc1ccc(S(=O)(=O)N2C3CCCCC3O[C@H]2CC(=O)c2cccc3ccccc23)cc1 (stereo partly drawn)	.	.	.	5	.	0	4	.	i
COc1ccc(CN(C)C(=O)c2cccc(Oc3ccccc3)c2)c(OC)c1OC	11	-1	-8	3	-1	-6	0	-7	i
